Source: PubChem (National Center for Advancing Translational Sciences (NCATS))
a7 integrin act: activates integrin-mediated alleviation for muscular dystrophy; AID 624291; 350,000 tested, 0.064% active; alpha7betagal myoblasts, beta-gal FDG fluorescence, 48 h; Potency, µM (highest dose often 38.3 µM), for the others: at the top dose activation, most hits filed as activators;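 also: potency is read from the fitted curve at half-maximal effect; 100% = response of the positive control SU9516; nearly all actives have a fitted effect of over 60% in size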
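alpha7betagal+/- myoblasts (passage 13, 250/well) treated 48 h at 37C with compounds at 1:260 dilution of DMSO stock. Lysed, then beta-galactosidase activity read as FDG fluorescence (ex 480/em 540) after 30 min, with pre-read for autofluorescence.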
A-T KAP1 phos: potential ataxia-telangiectasia treatment; […] A-T fibroblasts, KAP-1 phosphorylation AlphaLISA; neocarzinostatin DNA damage 30 min before lysis; AID 485349; Potency, µM (titrated, usually from 57.5 µM), for the others: top-dose activation, actives largely listed as activators; 320,000 tested, 0.19% active; also: potency is read from the fitted curve at half-maximal effect; % of control where 0% means no effect; nearly all actives have a fitted effect of over 45% in size
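ATM-like activity read as KAP-1 phosphorylation via AlphaLISA donor/acceptor antibody pairs after lysis and 6 hr at 25C. Cells were ATM-null patient fibroblasts ([…], hTERT), dosed 60 min, then exposed to the DSB inducer NCS for 30 min.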
p53 reactivator: re-activators of mutant p53. H1299 p53-A138V BP100-luciferase reporter, luminescence, 24 h. Potency, µM (series often up to 92.2 µM), without a hit: at the top dose activity change, positive = activation, hits mostly activators. 320,000 tested, 0.063% active; also: potency is read from the fitted curve at half-maximal effect; % of control where 0% means no effect; nearly all actives have a fitted effect of over 45% in size
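p53-null H1299 cells stably carrying temperature-sensitive p53-A138V and a BP100-luciferase reporter were pinned with compounds (4-point, 1:5 series) and held 24 hrs at 37 deg C. Luminescence was read 10 min after detection reagent.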
TRPV1 ag: agonists of human vanilloid receptor 1 (TRPV1) | 320,000 tested, 0.19% active | Q8NER1 | activation, % at 8.33 µM | TRPV1-expressing cells, Fluo-8 calcium influx, agonist mode; in the data active = activation above about 80%; inconclusive = between about 30% and that limit; also: 0% is about no effect
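Cells expressing TRPV1 were dye-loaded with Fluo-8 and read kinetically: 10 s baseline, 3 min after compound (agonist portion), then 2 min after EC20 capsaicin (allosteric enhancer portion). Calcium-bound dye fluorescence at 480/520 nm.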
PTAP TSG101 blk: blocks PTAP/TSG101 interaction to inhibit HIV-1 budding; Fluorescence polarization, FITC-PTAP peptide / Tsg101 binding; AID 493005; Potency, µM (titrated, usually from 115 µM), without a hit: top-dose activity change, negative = inhibition, usual class: inhibitors; Q99816; 340,000 tested, under 10 active; active = well fitted inhibition curve with a large enough effect in the main read-out, with a control signal flat, not every such curve was filed as active; inconclusive = small, poorly fitted or top-dose-only effect, or effect the other way, or a change in a side signal; inactive = no such curve, though single readings can be large or run the other way; also: potency is read from the fitted curve at half-maximal effect; % of control where 0% means no effect
Target sequence (Q99816 whole entry, looked up): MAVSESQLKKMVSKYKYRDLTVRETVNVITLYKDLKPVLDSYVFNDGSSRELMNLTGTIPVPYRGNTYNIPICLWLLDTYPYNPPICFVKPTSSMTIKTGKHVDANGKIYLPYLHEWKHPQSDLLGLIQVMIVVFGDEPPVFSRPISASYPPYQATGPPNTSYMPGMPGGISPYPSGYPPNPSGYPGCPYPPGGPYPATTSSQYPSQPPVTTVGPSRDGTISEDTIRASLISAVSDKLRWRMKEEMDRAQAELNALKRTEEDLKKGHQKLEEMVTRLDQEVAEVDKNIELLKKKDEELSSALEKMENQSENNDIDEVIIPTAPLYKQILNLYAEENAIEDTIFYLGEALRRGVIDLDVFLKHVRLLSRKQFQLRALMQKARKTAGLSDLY
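Fluorescence polarization binding of Tsg101 binding domain (10 uM final) to FITC-labeled PTAP peptide (50 nM final) in HEPES pH 7.5 buffer with NaCl, Tween 20, EDTA, TCEP. Compounds added before peptide; binding 20 min at RT.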
BRCA1 expr up: increases BRCA1 expression; MCF7-BRCA1-FFLuc reporter, luminescence, 48 h; response scale: scaled: vehicle 0%, 10 µM genistein 100%; 380,000 tested, 1.1% active; Potency, µM (titrated, usually from 46.1 µM), without a hit: at the top dose activation, most hits filed as activators; also: potency is read from the fitted curve at half-maximal effect; nearly all actives have a fitted effect of over 80% in size; some results filed as inactive show a strong effect at the top dose
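48 h compound treatment of MCF7-BRCA1-FFLuc cells (phenol-red free MEM, 37 °C), then 15 min with luciferase substrate and luminescence imaging.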
ELG1 repair inh: ELG1-dependent DNA repair inhibition; Potency, µM (highest dose often 46.1 µM), without a hit: top-dose activity change, negative = inhibition, hits mostly inhibitors; HEK293T ELG1-luciferase reporter, luminescence, 16 h; DNA damage induced by 5-fluorouridine; 330,000 tested, 2.3% active; AID 504467; also: potency is read from the fitted curve at half-maximal effect; % is scaled to controls: 0 for no effect and ±100 for the full control effect; nearly all actives have a fitted effect of over 55% in size
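Step one: seed 2,000 cells per well. Step two: pin-transfer compound or DMSO alongside 5-fluorouridine. Step three: incubate 16 hr, 37 °C, 5% CO2. Step four: add ONE-Glo, wait 30 min, read luminescence.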
CXXC DNA block: MLL CXXC-DNA interaction inhibition. 290,000 tested, 0.037% active. MLL-CXXC / FITC-HOXA9 DNA fluorescence polarization. Potency, µM (series often up to 115 µM), inactives show at the top dose activity change, negative = inhibition, usual class: inhibitors. Q03164; active = well fitted inhibition curve with a large enough effect in the polarisation, with a control signal flat, not every such curve was filed as active; inconclusive = small, poorly fitted or top-dose-only effect, or effect the other way, or a change in a side signal; inactive = no such curve, though single readings can be large or run the other way; the % refers to the polarisation; also: potency is read from the fitted curve at half-maximal effect
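Purified MLL-CXXC (added from a 7 uM solution) was preincubated 5 min at ambient with pinned compounds in 50 mM Tris-HCl pH 7.5, 50 mM NaCl, 1 mM DTT, 0.05% BSA. Fluorescein-labeled HOX-A9 DNA (50 nM solution) followed, 30 min, then polarization read.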
B2AR arrestin: beta2AR (human) beta-arrestin recruitment activity | Potency, µM (series often up to 46.1 µM), inactives show top-dose activation, actives largely listed as activators | P07550 | 330,000 tested, 0.02% active | beta-arrestin recruitment to beta2AR, cell-based reporter;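 also: potency is read from the fitted curve at half-maximal effect; 0% = DMSO controls and full agonism = EC100 isoproterenol or metaproterenol; nearly all actives have a fitted effect of over 65% in size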
Target sequence (P07550 whole entry, looked up): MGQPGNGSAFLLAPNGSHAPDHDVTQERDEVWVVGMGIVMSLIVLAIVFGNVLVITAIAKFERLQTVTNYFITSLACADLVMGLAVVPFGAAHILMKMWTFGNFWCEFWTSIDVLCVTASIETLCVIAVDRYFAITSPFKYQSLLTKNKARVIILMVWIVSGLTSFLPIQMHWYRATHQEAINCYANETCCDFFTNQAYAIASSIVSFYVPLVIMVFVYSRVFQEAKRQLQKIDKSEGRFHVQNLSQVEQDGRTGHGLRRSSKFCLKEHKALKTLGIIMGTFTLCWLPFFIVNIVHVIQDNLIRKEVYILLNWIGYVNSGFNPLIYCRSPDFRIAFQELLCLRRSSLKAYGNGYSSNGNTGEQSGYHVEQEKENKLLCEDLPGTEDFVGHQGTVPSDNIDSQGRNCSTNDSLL
TCR activator: activators of T cell receptors | primary human leukocytes, anti-CD3, IL-2 HTRF, 48 h | Potency, µM (top dose mostly 9.22 µM), inactives show at the highest dose activation of IL-2 secretion, hits mostly activators | 330,000 tested, under 10 active; also: % of control where 0% means no effect
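HTRF read-out of IL-2 secretion: europium cryptate donor excited at 320nm, d2 acceptor emission at 665nm. Cells were primary human leukocytes incubated 48 hr with compounds and a-CD3 beads, supplying TCR signal only.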
* hit, by the source's call; ? = inconclusive; . = not tested or not shown; [ ] = another dose, or the depositor's remark. Unless noted, calls follow the shape of the dose curve; as a rule, active = well fitted curve in the direction sought with a large enough effect; inconclusive = small, poorly fitted or top-dose-only effect, or another doubt; inactive = no such curve, though single readings can be large; an effect the other way counts as inactive or inconclusive.

#1 CCC(C)NCCOCCOc1ccccc1-c1ccccc1 (stereo not given)
#2 COc1ccccc1C(=O)NCCC(=O)NCCOc1ccccc1
#3 Cc1noc(C)c1COc1ccc(C(=O)O)cc1
#4 CSc1nc(-c2ccccc2)ccc1C(N)=O
#5 CC(C)N1CCN(C(=O)c2ccc(NC(=O)c3ccc(Br)o3)cc2)CC1
entry no.	1	2	3	4	5
a7 integrin act	-59%[inhibitor]	-13%	-15%	-5%[7.66 µM]	7%
A-T KAP1 phos	-1%	7%	-1%	1%	-13%
p53 reactivator	-7%	1%	2%	?	-3%
TRPV1 ag	2	-7	-5	-4	-1
PTAP TSG101 blk	-7%	1%	-5%	-4%	-2%
BRCA1 expr up	-42%	8%	-3%	19%	0%
ELG1 repair inh	-13%	29%	8%	?	17%
CXXC DNA block	2%	?	-7%	1%	.
B2AR arrestin	0.2%	-0.6%	0.1%	0.0%	-2.0%
TCR activator	1%	3%	9%	3%	-1%

#6 Cc1cccc(-c2nc(NCCCN3CCOCC3)c3ccccc3n2)c1
#7 CN(C)c1cccc(C(=O)OCC(=O)Nc2ccccc2Cl)c1
#8 Cc1cc(OCc2cc(C(=O)NCC3(C)COC3)no2)cc(C)c1Cl
#9 CCOC(=O)c1ccc(NC(=O)C2CC(=O)Nc3nc4ccccc4n32)cc1 (stereo not given)
#10 N#CC1=C(SCC(=O)Nc2ccccc2)NC(=O)CC1c1ccc(O)cc1 (stereo not given)
entry no.	6	7	8	9	10
a7 integrin act	-20%	11%	-20%	7%	19%
A-T KAP1 phos	2%	25%	0%	7%	6%
p53 reactivator	-1%	12%	12%	-1%	?
TRPV1 ag	3	?	?	-2	2
PTAP TSG101 blk	-1%	-1%	-2%	2%	-2%
BRCA1 expr up	-40%	-19%	5%	-5%	?
ELG1 repair inh	?	?	8%	9%	?
CXXC DNA block	0%	?	4%	4%	1%
B2AR arrestin	-1.1%	0.1%	2.5%	0.1%	0.0%
TCR activator	4%	-2%	7%	3%	-4%

#11 Nc1nc(C2CCOCC2)cs1
#12 CN(C)c1cccc(C(=O)N(C)C2CCCN(Cc3ccccc3F)C2)c1 (stereo not given)
#13 Cn1c(C(=O)NCCCN2CCCCC2)cc2sccc21
#14 Cc1cc(Nc2ccccc2)n(CCOC(=O)COc2ccccc2)n1
#15 Cc1ccc(S(=O)(=O)Nc2ccccc2-c2ccccc2NS(=O)(=O)c2ccc(C)cc2)cc1
entry no.	11	12	13	14	15
a7 integrin act	0%	-42%	15%[7.66 µM]	-21%	-23%
A-T KAP1 phos	26%	-2%	-4%	1%	-1%
p53 reactivator	2%	-41%[inhibitor]	-7%	-4%	5%
TRPV1 ag	4	-8	1	1	-3
PTAP TSG101 blk	1%	-4%	-6%	-4%	-7%
BRCA1 expr up	-6%	-6%	13%	0%	-55%
ELG1 repair inh	16%	14%	-1%	-3%	?
CXXC DNA block	2%	-9%	-8%	-3%	-1%
B2AR arrestin	-0.8%	0.5%	-0.6%	0.0%	-0.3%
TCR activator	-7%	.	.	2%	-2%

#16 CC(C)(C)OC(=O)N(CCc1ccccc1)Cc1ccc(OCc2cccc(NC(=O)/C=C/c3ccccc3)c2)cc1
#17 COc1ccc(-c2cc(C(F)(F)F)n3nc(C(=O)N(C)Cc4ccccc4)cc3n2)cc1OC
#18 Cc1cc(C)n(CC(=O)Nc2ccc3c(c2)OCO3)c(=O)c1C#N
#19 CCCCN=C(N)/C(C(=O)OCC)=C(\O)c1ccc(OC)cc1
#20 c1ccc2c(c1)COC(CN1CCCCC1)OC2
entry no.	16	17	18	19	20
a7 integrin act	22%	0%	15%	2%	-11%
A-T KAP1 phos	.	9%	6%	8%	3%
p53 reactivator	.	5%	4%	-1%	1%
TRPV1 ag	.	3	-3	-5	1
PTAP TSG101 blk	0%	-3%	-1%	-6%	-2%
BRCA1 expr up	86%	3%	-7%	-4%	-2%
ELG1 repair inh	.	21µM*	-2%	?	0%
CXXC DNA block	.	?	.	-1%	-11%
B2AR arrestin	.	-0.1%	-0.7%	-0.4%	-0.4%
TCR activator	-5%	-5%	0%	6%	3%

#21 CCOC(=O)C1=C(C)N(CCCC(=O)O)C(=O)NC1c1cccc(OC)c1 (stereo not given)
#22 CCS(=O)(=O)Nc1cccc(C2=NN(S(=O)(=O)CC)C(c3ccccc3)C2)c1 (stereo not given)
#23 CCSc1nnc(NC(=O)C2CCN(S(=O)(=O)c3ccccc3C(F)(F)F)CC2)s1
#24 COc1cccc(CC2(CO)CCN(Cc3cn(C)nc3C)CC2)c1
#25 COc1ccc(S(=O)(=O)Nc2ccc(Oc3ncccn3)c(Cl)c2)cc1
entry no.	21	22	23	24	25
a7 integrin act	8%	-3%	-6%	-24%	-2%
A-T KAP1 phos	.	3%	-8%	9%[11.5 µM]	5%
p53 reactivator	.	0%	-1%	1%	-5%
TRPV1 ag	.	1	-10	7	2
PTAP TSG101 blk	0%	24%	-3%	-4%	1%
BRCA1 expr up	0%	-27%	-43%	0%	-4%
ELG1 repair inh	.	-15%	23µM*	15%	-10%
CXXC DNA block	.	32%[activator]	-20%	-10%	9%
B2AR arrestin	.	-0.1%	-1.0%	0.0%	0.3%
TCR activator	12%	-4%	-3%	9%	0%

Complete entries as entered above. Screens in order: a7 integrin act, A-T KAP1 phos, p53 reactivator, TRPV1 ag, PTAP TSG101 blk, BRCA1 expr up, ELG1 repair inh, CXXC DNA block, B2AR arrestin, TCR activator
Shown for COc1ccc(-c2cc(C(F)(F)F)n3nc(C(=O)N(C)Cc4ccccc4)cc3n2)cc1OC : 0%, 9%, 5%, 3, -3%, 3%, 21µM*, ?, -0.1%, -5%
Shown for Nc1nc(C2CCOCC2)cs1 : 0%, 26%, 2%, 4, 1%, -6%, 16%, 2%, -0.8%, -7%
Shown for COc1ccc(S(=O)(=O)Nc2ccc(Oc3ncccn3)c(Cl)c2)cc1 : -2%, 5%, -5%, 2, 1%, -4%, -10%, 9%, 0.3%, 0%

Continuation.
#26 CCCCNC(=O)O[C@H]1C[C@@H]2CCN3C(=O)CCC[C@H]([C@H]1Cc1ccccc1)[C@H]23
#27 COc1cc(OC)cc(-c2nnc(SCC(=O)N3c4ccccc4Sc4ccccc43)o2)c1
#28 O=C(O)c1ccc(/C=C2\COc3ccccc3C2=O)cc1
#29 O=C(Cc1ccccc1[N+](=O)[O-])N1CCN(c2ccc(F)cc2)CC1
#30 CCC(C)(C)NC(=O)Cc1ccc(C)cc1
entry no.	26	27	28	29	30
a7 integrin act	11%	-1%	-17%	-19%	1%
A-T KAP1 phos	5%	.	21%	3%	-2%
p53 reactivator	10%	.	?	?	2%
TRPV1 ag	0	.	-7	?	3
PTAP TSG101 blk	.	-5%	-2%	-1%	-4%
BRCA1 expr up	21%	-6%	-21%	10%	20%
ELG1 repair inh	-8%	.	?	0%	?
CXXC DNA block	3%	.	0%	-10%	4%
B2AR arrestin	-0.7%	.	0.0%	0.3%	0.0%
TCR activator	6%	-3%	-8%	3%	2%

#31 CCc1ccc(Nc2ccc3nonc3c2[N+](=O)[O-])cc1
#32 Cc1ccc(C(=O)NNC(=O)C2CCN(C(=O)OC(C)(C)C)CC2)cc1
#33 CC(C)CCNc1nc(N)c([N+](=O)[O-])c(N2CCCCCC2)n1
#34 O=C1CCCN1S(=O)(=O)c1ccc(F)cc1
#35 O=C(NCC1CCCO1)c1ccc(NC(=O)c2cccc([N+](=O)[O-])c2)cc1 (stereo not given)
entry no.	31	32	33	34	35
a7 integrin act	0%	-8%	-29%	22%	12%
A-T KAP1 phos	.	-12%	-6%	0%	-2%
p53 reactivator	.	1%	6%	.	?
TRPV1 ag	.	-2	29	1	-3
PTAP TSG101 blk	-4%	-3%	0%	-3%	-1%
BRCA1 expr up	0%	14%	-82%	3%	4%
ELG1 repair inh	.	3%	?	21%	-11%
CXXC DNA block	.	32%[activator]	3%	6%	-7%
B2AR arrestin	.	-0.3%	0.4%	0.0%	-0.7%
TCR activator	5%	6%	2%	5%	1%

#36 CC(C)Cn1c(N)c(C(=O)COC(=O)Cc2cccs2)c(=O)n(C)c1=O
#37 CNC(=O)c1nnc(Cc2ccc(Cl)cc2)o1
#38 COc1ccc(NC(=O)c2cccc(-c3ccc(O)cc3)c2)cn1
#39 O=C(COC(=O)c1c2ccccc2cc2ccccc12)NCC(F)(F)F
#40 CC(C)Sc1nnc2n(CCc3ccccc3)c(=O)c3c4c(sc3n12)COC(C)(C)C4
entry no.	36	37	38	39	40
a7 integrin act	-24%	5%	1%	9%	14%
A-T KAP1 phos	0%	-4%	-10%	19%	.
p53 reactivator	-4%	-2%	16%	-2%	.
TRPV1 ag	6	6	5	25	.
PTAP TSG101 blk	0%	-3%	?	-2%	-1%
BRCA1 expr up	-8%	28%	-2%	-20%	-31%
ELG1 repair inh	-9%	14%	?	-8%	.
CXXC DNA block	10%	15%	?	3%	.
B2AR arrestin	-1.1%	-0.2%	-0.9%	-1.4%	.
TCR activator	3%	1%	-1%	8%[46.1 µM]	2%
